VP16 counter: inhibits Gal4-VP16 luciferase reporter, ROR gamma counter-screen. Drosophila S2 Gal4-VP16 UAS-luciferase, luminescence, 20 h. 3.5% of 310,000 active. Potency, µM (titrated, usually from 53.6 µM), without a hit: at the top dose activity, negative = inhibition, usual class: inhibitors. AID 2546;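 note: Gal4-VP16 expression switched on by copper sulfate through the metallothionein promoter; % is set by controls: 0 for no effect and ±100 for the full control effect; nearly all actives have a fitted effect of over 50% in size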
Rab9 promoter act: activators of Rab9 promoter. Huh7 Rab9 promoter-luciferase reporter, luminescence, 24 h. Potency, µM (highest dose often 9.22 µM), for inactives: top-dose activation, negative = inhibition, most hits filed as activators. 2.8% of 320,000 active. AID 485297; note: % of control where 0% means no effect; nearly all actives have a fitted effect of over 60% in size
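Luciferase signal after 10 min detection reagent at ambient indicates Rab9 promoter upregulation; stably transfected Huh7 cells were treated 24 h with compound in DMSO at 37 °C, 5% CO2.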
p53 reactivation: mutant p53 re-activation in reporter cells; H1299 p53-A138V BP100-luciferase reporter, luminescence, 24 h; 0.063% of 320,000 active; Potency, µM (top dose mostly 92.2 µM), for the others: top-dose activity change, positive = activation, actives largely listed as activators; AID 504706; note: % of control where 0% means no effect; nearly all actives have a fitted effect of over 45% in size
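p53-null H1299 cells stably carrying temperature-sensitive p53-A138V and a BP100-luciferase reporter were pinned with compounds (4-point, 1:5 series) and held 24 hrs at 37 deg C. Luminescence was read 10 min after detection reagent.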
BRCA1 expr up: BRCA1 expression activation. MCF7-BRCA1-FFLuc reporter, luminescence, 48 h; response scale: scaled: vehicle 0%, 10 µM genistein 100%. Potency, µM (doses to about 46.1 µM), without a hit: at the highest dose activation, hits mostly activators. 1.1% of 380,000 active; note: nearly all actives have a fitted effect of over 80% in size; some results filed as inactive show a strong effect at the top dose
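Using MCF7 cells harboring a BRCA1 firefly luciferase reporter, plated 2 h before compound pinning, the screen measured luminescence after 48 h incubation. Responses were normalized to DMSO and 10 microM genistein, then fitted for concentration-effect.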
RORgamma inh: blocks mouse ROR gamma transcriptional activity; AID 2551; Potency, µM (top dose mostly 53.6 µM), inactives show at the top dose activity change, negative = inhibition, usual class: inhibitors; 5.4% of 310,000 active; Drosophila S2 Gal4-RORgamma UAS-luciferase reporter, 20 h; note: % is set by controls: 0 for no effect and ±100 for the full control effect; nearly all actives have a fitted effect of over 60% in size
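Read-out: Photinus luciferase luminescence; inhibitors lower reporter signal. Insect Schneider cells with Gal4-ROR gamma fusion under metallothionein promoter, UAS reporter; 700 uM final copper sulfate induction, 20 hr, ambient temperature.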
uPA surface inh: inhibitors of cell surface uPA generation; 0.31% of 330,000 active; AID 540303; cell surface uPA generation assay, qHTS; Potency, µM (titrated, usually from 38.3 µM), for the others: top-dose activity change, negative = inhibition, usual class: inhibitors; active = well fitted inhibition curve with a large enough effect; inconclusive = small, poorly fitted or top-dose-only effect; inactive = no such curve, though single readings can be large or run the other way; tested in mouse RAW 264.7 cells; note: % is set by controls: 0 for no effect and ±100 for the full control effect; nearly all actives have a fitted effect of over 55% in size
NPC1 promoter act: activates the NPC1 promoter | Huh7 NPC1 promoter luciferase reporter, 24 h | Potency, µM (doses to about 9.22 µM), inactives show top-dose activation, usual class: activators | 2.4% of 320,000 active | AID 485313;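 note: % of control where 0% means no effect; nearly all actives have a fitted effect of over 60% in size; reporter is driven by a mutant NPC1 promoter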
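Luciferase expression driven by the NPC1 promoter was measured in stably transfected Huh7 cells after a 24 h compound incubation, using a luciferase reagent and a luminescence read.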
ELG1 genotoxic: inducers of genotoxicity in HEK293T ELG1-luciferase cells; HEK293T ELG1-luciferase reporter, luminescence, 16 h; Potency, µM (doses to about 46 µM), inactives show at the highest dose activity change, positive = activation, most hits filed as activators; 1.3% of 330,000 active; AID 504466; note: % of control where 0% means no effect; nearly all actives have a fitted effect of over 60% in size
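Step 1: seed 2,000 HEK293T ELG1-luciferase cells per well. Step 2: add compound or DMSO, incubate 16 hr at 37 °C. Step 3: ONE-Glo, 30 min at room temperature, read luminescence.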
FLuc modulator: counter-screen for miR-21 project: firefly luciferase inhibitors or activators; P08659; purified FLuc, Km substrates, luminescence inhibition; Potency, µM (titrated, usually from 57.5 µM), for the others: at the top dose activity change, negative = inhibition, most hits filed as inhibitors; 6.9% of 360,000 active; AID 588342;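 note: plate controls were vehicle for no effect and reference inhibitor for full effect; nearly all actives have a fitted effect of over 55% in size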
Target sequence (P08659 whole entry, looked up): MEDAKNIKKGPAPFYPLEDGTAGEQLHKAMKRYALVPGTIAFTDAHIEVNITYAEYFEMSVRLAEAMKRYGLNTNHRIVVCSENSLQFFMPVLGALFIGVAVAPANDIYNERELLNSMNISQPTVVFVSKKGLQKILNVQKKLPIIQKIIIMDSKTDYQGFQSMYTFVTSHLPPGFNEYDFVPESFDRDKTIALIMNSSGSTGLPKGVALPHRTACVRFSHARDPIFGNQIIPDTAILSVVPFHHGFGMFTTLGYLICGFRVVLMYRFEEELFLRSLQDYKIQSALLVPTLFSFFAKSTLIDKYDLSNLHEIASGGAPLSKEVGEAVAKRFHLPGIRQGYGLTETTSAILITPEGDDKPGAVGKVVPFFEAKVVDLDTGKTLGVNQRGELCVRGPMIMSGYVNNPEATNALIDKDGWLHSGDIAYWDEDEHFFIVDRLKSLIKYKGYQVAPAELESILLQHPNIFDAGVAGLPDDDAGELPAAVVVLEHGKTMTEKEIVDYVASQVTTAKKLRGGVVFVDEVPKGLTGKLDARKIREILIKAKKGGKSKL
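Purified P. pyralis luciferase, 10 nM final, with Km-level 10 uM D-luciferin and 10 uM ATP in 50 mM Tris acetate pH 7.5, 10 mM Mg acetate, 0.01% Tween-20, 0.05% BSA; 6-point qHTS titration about 60 µM downward; luminescence read.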
MBNL1 CUG block: blocks human MBNL1 binding to CUG repeat RNA. Q9NR56. TR-FRET MBNL1-His/biotin-(CUG)12 binding, 665/545 ratio. Potency, µM (top dose mostly 57.5 µM), for inactives: at the highest dose activity change, negative = inhibition, hits mostly inhibitors. 0.036% of 280,000 active; active = well fitted inhibition curve with a large enough effect in the signal ratio, with a control signal flat, not every such curve was filed as active; inconclusive = small, poorly fitted or top-dose-only effect, or effect the other way, or a change in a side signal; inactive = no such curve, though single readings can be large or run the other way; the % refers to the signal ratio; note: % is set by controls: 0 for no effect and ±100 for the full control effect
Target sequence (Q9NR56 whole entry, looked up): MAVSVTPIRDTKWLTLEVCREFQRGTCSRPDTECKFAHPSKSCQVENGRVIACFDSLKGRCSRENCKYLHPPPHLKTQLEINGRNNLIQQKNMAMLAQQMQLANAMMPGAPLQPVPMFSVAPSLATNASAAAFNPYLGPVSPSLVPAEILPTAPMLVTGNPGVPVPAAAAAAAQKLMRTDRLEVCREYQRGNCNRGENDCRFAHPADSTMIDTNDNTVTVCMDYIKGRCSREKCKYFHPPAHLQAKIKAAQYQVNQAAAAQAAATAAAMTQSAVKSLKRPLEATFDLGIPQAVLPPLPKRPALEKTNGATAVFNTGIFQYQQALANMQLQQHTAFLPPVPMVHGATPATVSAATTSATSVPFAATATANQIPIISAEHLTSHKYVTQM
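Compound titration spanned 92 nM–58 uM against the MBNL1-His/biotin-(CUG)12 complex. After 60 min at room temperature with 5 nM streptavidin-XL665 and 0.055 ng/ul terbium anti-His, ratiometric 665/545 nm emission (Ex 340 nm) normalized to controls.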
Numbers without * were called inactive; [ ] = another dose, or the depositor's remark. Unless noted, calls come from the whole dose curve; as a rule, active = well fitted curve in the direction sought with a large enough effect; inconclusive = small, poorly fitted or top-dose-only effect, or another doubt; inactive = no such curve, though single readings can be large; an effect the other way counts as inactive or inconclusive. Potency is the fitted concentration of half-maximal effect.

Nc1ccccc1S(=O)(=O)NCCCCc1ccccc1 was read as VP16 counter -6%, Rab9 promoter act 3%, p53 reactivation -2%, BRCA1 expr up -4%, RORgamma inh -7%, uPA surface inh -5%, NPC1 promoter act 0%, ELG1 genotoxic -3%, FLuc modulator -2% and MBNL1 CUG block -10%.
`COc1ccc(NC(=O)CSc2nc(-c3ccco3)nc3cc(=O)[nH]n23)cc1Cl` gave VP16 counter -10%, Rab9 promoter act -5%, p53 reactivation 3%, BRCA1 expr up 10%, RORgamma inh -32%, uPA surface inh -8%, NPC1 promoter act 1%, ELG1 genotoxic 0%, FLuc modulator inconclusive and MBNL1 CUG block 6%.
Screening COc1c(Cl)cc(C(=O)Nc2ccccc2C(=O)O)cc1Cl returned VP16 counter -16%, Rab9 promoter act 18%, p53 reactivation 15%, BRCA1 expr up 65%, RORgamma inh inconclusive, uPA surface inh inconclusive, NPC1 promoter act 3%, ELG1 genotoxic 2%, FLuc modulator 17µM* and MBNL1 CUG block -12%.
`COc1ccc([C@@H]2[C@@H]3C(=O)N(C(C)(C)C)C(=O)[C@@H]3[C@]3(Cc4ccc(Cl)cc4)C(=O)N(c4ccc(OC)cc4)C(=O)N23)cc1` gave Rab9 promoter act 2%, p53 reactivation 8%, BRCA1 expr up -6%, uPA surface inh 5%, NPC1 promoter act -2%, ELG1 genotoxic 1% and FLuc modulator 2%.
For Cc1cc(C)c(NC(=O)CNC(=O)CN2C(=O)NC3(CCCc4ccccc43)C2=O)c(C)c1 (stereo not given) the results were Rab9 promoter act -7%, p53 reactivation -6%, BRCA1 expr up -21%, uPA surface inh 4%, NPC1 promoter act -7%, ELG1 genotoxic 0% and FLuc modulator -2%.
Screening COc1ccc(Cl)cc1NC(=O)NCc1ccco1 returned VP16 counter 4%, Rab9 promoter act -8%, p53 reactivation -3%, BRCA1 expr up 18%, RORgamma inh 31%, uPA surface inh -5%, NPC1 promoter act -6%, ELG1 genotoxic -2%, FLuc modulator -2% and MBNL1 CUG block -3%.
Screening CCC(CC)c1nnc(NC(=O)c2ccc3ccccc3n2)s1 returned VP16 counter 10µM*, Rab9 promoter act inconclusive, p53 reactivation inconclusive, BRCA1 expr up 45%, RORgamma inh 3.5µM*, uPA surface inh 1%, NPC1 promoter act inconclusive, ELG1 genotoxic inconclusive, FLuc modulator 5.4µM* and MBNL1 CUG block 13%.
Screening O=C(Nc1cccnc1)c1sc(Nc2ccccc2)nc1-c1ccccc1 returned VP16 counter -13%, Rab9 promoter act 0%, p53 reactivation -5%, BRCA1 expr up -21%, RORgamma inh inconclusive, uPA surface inh 4%, NPC1 promoter act 6%, ELG1 genotoxic -7%, FLuc modulator inconclusive and MBNL1 CUG block 47%[activator].
`CCn1c(SCC(=O)NNC(=O)Cc2ccccc2)nnc1-c1ccccc1` gave VP16 counter -6%, Rab9 promoter act -12%, p53 reactivation 2%, BRCA1 expr up 2%, RORgamma inh 26%, uPA surface inh -10%, NPC1 promoter act -6%, ELG1 genotoxic 0%, FLuc modulator 3% and MBNL1 CUG block -1%.
`CC(C)(C)OC(=O)C[C@H]1C/C=C\C[C@@H](CC(=O)N(CCO)Cc2ccccc2)C(=O)NC[C@@H](c2ccccc2)OC1=O` gave p53 reactivation 4%, BRCA1 expr up -3%, uPA surface inh -14% and ELG1 genotoxic -4%.
For CCN(C(=O)COC(=O)c1cc(OC)ccc1Br)C1CCS(=O)(=O)C1 (stereo not given) the results were p53 reactivation -9%, BRCA1 expr up -11%, uPA surface inh -2% and ELG1 genotoxic 1%.
For Cc1ccc(NC(=O)CCCc2nc3ccccc3s2)c(O)c1 the results were VP16 counter 6%, Rab9 promoter act 2%, p53 reactivation -1%, BRCA1 expr up -47%, RORgamma inh 18%, uPA surface inh -1%, NPC1 promoter act 3%, ELG1 genotoxic 1%, FLuc modulator -11% and MBNL1 CUG block -1%.
For O=C(O)c1ccc(CN2C(=O)c3cccc4c([N+](=O)[O-])ccc(c34)C2=O)cc1 the results were VP16 counter 7.1µM*, Rab9 promoter act -15%, p53 reactivation -15%, BRCA1 expr up -83%, RORgamma inh inconclusive, uPA surface inh -3%, NPC1 promoter act -23%, ELG1 genotoxic -31%[inhibitor], FLuc modulator 2% and MBNL1 CUG block inconclusive.
`CCOC(=O)c1c(/N=C/c2cc(OC)cc([N+](=O)[O-])c2O)sc(C)c1C` gave VP16 counter -4%, Rab9 promoter act -4%, p53 reactivation 7%, BRCA1 expr up -13%, RORgamma inh -22%, uPA surface inh -2%, NPC1 promoter act -2%, ELG1 genotoxic 3%, FLuc modulator -3% and MBNL1 CUG block inconclusive.
COc1ccc(OC)c(NC(=O)CN(C)CCOc2ccc(Br)cc2)c1 was read as VP16 counter -7%, Rab9 promoter act 0%, p53 reactivation -5%, BRCA1 expr up -1%, RORgamma inh inconclusive, uPA surface inh -2%, NPC1 promoter act 0%, ELG1 genotoxic -2%, FLuc modulator 1% and MBNL1 CUG block 7%.
For CCOc1ccc(NC(=O)C(=O)NCCN2CCN(S(=O)(=O)c3ccc(C)cc3)CC2)cc1 the results were VP16 counter -10%, Rab9 promoter act 1%, p53 reactivation 12%, BRCA1 expr up -3%, RORgamma inh -39%, uPA surface inh 0%, NPC1 promoter act -3%, ELG1 genotoxic 7%, FLuc modulator 1% and MBNL1 CUG block 4%.
OCCN1CCOCCOc2ccccc2OCCOCC1 was read as VP16 counter 1%, Rab9 promoter act -1%, p53 reactivation -1%, BRCA1 expr up 0%, RORgamma inh -11%, uPA surface inh 20%, NPC1 promoter act -3%, ELG1 genotoxic 2%, FLuc modulator 0% and MBNL1 CUG block -3%.
`Oc1ccccc1C(=S)N1CCCCC1` gave VP16 counter 0%, Rab9 promoter act -8%, p53 reactivation -2%, BRCA1 expr up 2%, RORgamma inh -3%, uPA surface inh 2%, NPC1 promoter act -4%, ELG1 genotoxic 1%, FLuc modulator 2% and MBNL1 CUG block -4%.
For Cc1ccc(N/N=C/c2ccncc2)cc1 the results were VP16 counter 30%, Rab9 promoter act 3.2µM*, p53 reactivation inconclusive, BRCA1 expr up 6.3µM*, RORgamma inh 33%, uPA surface inh -4%, NPC1 promoter act inconclusive, ELG1 genotoxic inconclusive, FLuc modulator 12µM* and MBNL1 CUG block 10%.
For COc1ccc(NC(=O)c2cc(-c3ccncc3)nc3ccc(Br)cc23)cc1OC the results were VP16 counter 20µM*, Rab9 promoter act -1%, p53 reactivation 2%, BRCA1 expr up -73%[inhibitor], RORgamma inh inconclusive, uPA surface inh 1%, NPC1 promoter act -2%, ELG1 genotoxic -8%, FLuc modulator -6% and MBNL1 CUG block 13%.
For CC(C)CCN(C(=S)NC(=O)C1CCCCC1)c1c(N)n(Cc2ccccc2)c(=O)[nH]c1=O the results were VP16 counter 3%, Rab9 promoter act 1%, p53 reactivation -1%, BRCA1 expr up -3%, RORgamma inh -5%, NPC1 promoter act -7%, ELG1 genotoxic -2%, FLuc modulator -6% and MBNL1 CUG block 1%.
`Cc1ccn2c(=O)nc(SCC(=O)NCCc3ccccc3)nc2c1` gave Rab9 promoter act -5%, p53 reactivation 1%, BRCA1 expr up -1%, uPA surface inh -10%, NPC1 promoter act -2%, ELG1 genotoxic 2% and FLuc modulator -3%.
`Cc1nc(S(=O)(=O)c2ccc(Cl)cc2)c(N(C)C)o1` gave VP16 counter 0%, Rab9 promoter act -6%, p53 reactivation 13%, BRCA1 expr up -1%, RORgamma inh 3%, uPA surface inh 7%, NPC1 promoter act -4%, ELG1 genotoxic -3%[9.26 µM], FLuc modulator 0% and MBNL1 CUG block -10%.
Screening N#CCCCn1c(=O)oc2ccccc21 returned VP16 counter -14%, Rab9 promoter act 18%, p53 reactivation 8%, BRCA1 expr up -37%, RORgamma inh -5%, uPA surface inh 2%, NPC1 promoter act 0%, ELG1 genotoxic -3%, FLuc modulator 1% and MBNL1 CUG block -5%.
`CC(C)OC(=O)Cn1nnc(-c2ccccc2)n1` gave VP16 counter 3%, Rab9 promoter act -1%, p53 reactivation 0%, BRCA1 expr up -1%, RORgamma inh -1%, uPA surface inh 0%, NPC1 promoter act 0%, ELG1 genotoxic 8%, FLuc modulator inconclusive and MBNL1 CUG block -1%.
For COc1ccc2nc3oc(C(=O)Nc4ccc(OC)c(OC)c4)cc3cc2c1 the results were VP16 counter -10%, Rab9 promoter act -3%, p53 reactivation -2%, BRCA1 expr up -1%, RORgamma inh -20%, uPA surface inh -2%, NPC1 promoter act 5%, ELG1 genotoxic -4%, FLuc modulator -4% and MBNL1 CUG block 12%.
Screening Cc1ccccc1NC(=O)/C=C/c1cccs1 returned VP16 counter inconclusive, Rab9 promoter act 4.5µM*, p53 reactivation 6%, BRCA1 expr up inconclusive, RORgamma inh inconclusive, uPA surface inh -3%, NPC1 promoter act inconclusive, ELG1 genotoxic inconclusive, FLuc modulator inconclusive and MBNL1 CUG block inconclusive.
Screening Cc1ccccc1NC(=O)NCCCN1CCCC1=O returned VP16 counter 4%, Rab9 promoter act 1%, p53 reactivation -14%, BRCA1 expr up -10%, RORgamma inh 0%, uPA surface inh -4%, NPC1 promoter act -2%, ELG1 genotoxic 4%, FLuc modulator -4% and MBNL1 CUG block -2%.
For COc1ccc(C(=O)/C=C/c2ccc(OC)c(O)c2)c(F)c1 the results were VP16 counter inconclusive, Rab9 promoter act -8%, p53 reactivation inconclusive, BRCA1 expr up -22%, RORgamma inh 10µM*, uPA surface inh -11%, NPC1 promoter act 5%, ELG1 genotoxic 16%, FLuc modulator 11µM* and MBNL1 CUG block -14%.

Screening results (PubChem BioAssay)
